High-throughput results: PubChem BioAssay, Fisher Drug Discovery Resource Center
NPYLR7 agonist: agonists of mosquito NPYLR7 receptor, primary screen, cell-based, Aedes aegypti, calcium fluorescence, mosquito biting behavior; Aedes aegypti neuropeptide Y-like receptor 7 (NPYLR7); HEK293T NPYLR7/Galpha15, GCaMP6s calcium fluorescence; activation, % at 10 µM; hit rate 0.15% among 270,000; AID 1259423, 2018; in the data active = activation above about 40%;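 also: 0% = vehicle and 100% = reference agonist at the receptor; some compounds past the cut are filed as inactive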
mcGAS inh: cyclic GMP-AMP synthase inhibitors, mouse, primary biochemical chemiluminescence; Q8C6L5; recombinant cGAS, Kinase-Glo ATP depletion luminescence; inhibition, % at 12.5 µM; hit rate 0.15% among 160,000;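 also: 0% = negative control wells and 100% = reference inhibitor with no enzyme activity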
hcGAS lum: Primary biochemical luminescence assay for human cyclic GMP-AMP synthase inhibitors. recombinant h-cGAS, ATP depletion, Kinase-Glo luminescence. inhibition, % at 12.5 µM. hit rate 0.081% among 290,000. AID 1259398, 2018;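 also: 0% = vehicle reaction and 100% = reaction without DNA for no activity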
Target sequence (Q8N884 whole entry, looked up): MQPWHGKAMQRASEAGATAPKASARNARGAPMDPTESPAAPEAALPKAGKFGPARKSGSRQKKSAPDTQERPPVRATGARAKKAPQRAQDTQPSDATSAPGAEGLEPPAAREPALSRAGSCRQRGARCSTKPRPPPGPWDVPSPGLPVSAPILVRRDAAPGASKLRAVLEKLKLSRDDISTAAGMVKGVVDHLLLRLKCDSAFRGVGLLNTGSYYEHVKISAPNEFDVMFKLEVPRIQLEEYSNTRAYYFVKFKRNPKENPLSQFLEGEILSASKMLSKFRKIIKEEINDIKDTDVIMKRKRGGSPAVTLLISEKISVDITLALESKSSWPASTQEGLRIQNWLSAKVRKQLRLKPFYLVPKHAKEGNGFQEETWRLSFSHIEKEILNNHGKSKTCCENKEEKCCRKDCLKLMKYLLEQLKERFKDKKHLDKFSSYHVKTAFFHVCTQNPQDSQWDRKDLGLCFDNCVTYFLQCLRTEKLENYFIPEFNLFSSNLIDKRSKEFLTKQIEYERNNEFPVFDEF
* hit, by the source's call; · = not tested or not shown; & = joins results of further samples. Rule as the data show it, unless noted: active = inhibition above about 40%; inactive = the rest.

structure	NPYLR7 agonist	mcGAS inh	hcGAS lum
COc1cc(-c2nc3cc(C)ccn3c2NC(C)(C)CC(C)(C)C)ccc1OC(=O)c1ccc(C)cc1	4	-2	1
CCS(=O)(=O)N1CCN(c2cc(Oc3ccc(Cl)cc3)ncn2)CC1	·	-8	-2
COc1ccccc1Cn1ccc2c(cnc3nc(C)nn32)c1=O	1	·	-4
CC(C)(C)C(=O)Nc1nnc(SCC(=O)c2cccc(C#N)c2)s1	26	-4	-8
Cn1c(SCC(=O)c2ccccc2)nnc1-c1cccs1	-5	-5	-1
CC(CCc1ccccc1)NC(=O)c1cncn1-c1ccc(-c2cc(C(F)(F)F)cc(C(F)(F)F)c2)cc1 (configuration not stated)	14	-7	-5
CC1(C)CC(=O)c2sc(NC(=O)C3CC(=O)N(C4CCCCC4)C3)nc2C1 (configuration not stated)	·	-6	-10
CCOC(=O)N1CCC(NC(=O)c2csc(Nc3ccccc3)n2)CC1	4	·	-4
Cc1ccccc1-c1noc(-c2ccc(F)cc2)n1	8	-7	-5
COCc1nc2cc(-c3c(F)cccc3OC)ccc2o1	12	·	-9
CC(C)(CC1Cc2ccccc2C1)NC(=O)C1CC2(CCNCC2)CN1 (configuration not stated)	7	·	-2
CCn1cc2nc(OC)c(CNC(=O)CN3CCOCC3)cc2c1O	6	-15	-6

(further entries)
structure	NPYLR7 agonist	mcGAS inh	hcGAS lum
N#Cc1ccccc1OCC(=O)NC1CCCCCCC1	-5	·	-7
O=C(NC1CCSc2ccc(F)cc21)C1=CC=CN2CCS(=O)(=O)N=C12 (configuration not stated)	2	·	-1
COc1ccc(-c2cc(C3CCN(Cc4cnc(N)nc4)C3)ccn2)cc1C (configuration not stated)	8	·	0
O=C(CCn1cnnc1)N1C[C@@H]2[C@@H]3CC[C@@H](C3)[C@@H]2C1	4	·	-2
COc1ccc2cc(C(C)C(=O)N(C)Cc3nc4ccccc4c(=O)[nH]3)ccc2c1 (configuration not stated)	-3	-13	-4
O=C(CN1CCN(S(=O)(=O)c2ccccc2Cl)CC1)NC1CCCCC1	-1	·	-2
C=CCn1c(NCCCCCC)nc2c1c(=O)[nH]c(=O)n2C	-7	·	-5
CCC#CCN1Cc2ccccc2N(CC(O)C(F)(F)F)CCC1=O (configuration not stated)	1	-3	0
O=C(NCCN1CCN(c2ccc(F)cc2)CC1)c1cc2c(F)cccc2[nH]1	2	·	5
Cc1nc2scc(C)n2c(=O)c1NC(=O)Cc1ccccc1	5	0	2
COc1cn(CC(=O)Nc2nc(C)cs2)c(CSc2nnnn2C)cc1=O	-7	-6	-7
O=C(c1cnc(CN2CCCC2)s1)N1C[C@H]2CC=CC[C@H]2C1	5	-13	-6

Remaining list, next part
structure	NPYLR7 agonist	mcGAS inh	hcGAS lum
CCOc1c(Br)cc(C(=O)NNC(=O)c2ccc(C)o2)cc1OC	1	·	-5
c1cncc(-c2nc(NCCN3CCOCC3)c3ccccc3n2)c1	1	-5	-1
Fc1ccc(CNCC2CC(c3ccccc3Cl)=NO2)c(F)c1 (configuration not stated)	-2	-4	-1
O=C1CCC(Cc2nc(-c3ccccn3)no2)N1 (configuration not stated)	17	·	-5
CC(=O)c1sc(N2N=C3CCCCC3C2c2ccccc2)nc1C (configuration not stated)	-4	·	-2
C=CCSc1nnc(NC(=O)C(CC)c2ccccc2)s1 (configuration not stated)	-4	-5	-6
CN(C(=O)c1ccccc1N1CCC(NS(=O)(=O)c2ccc(Cl)cc2)CC1)C1CCCCC1	-1	-5	-4
C#CC1(OCC(O)CN2CCN(CC)CC2)CCCCC1 (configuration not stated)	-1	-11	-8
Cc1nc(N2CCC(NCc3cccc4[nH]ccc34)CC2)nc2ccc(F)cc12	16	-10	-4
CC1CN(C(c2ccco2)C2Sc3ncnn3C2=O)CC(C)O1 (configuration not stated)	-2	-7	-7
CCN1CCN(c2ccc(NC(=O)c3ncn[nH]3)cc2Cl)CC1	13	·	-3
NC(=O)c1cccc(-c2ccc3c(c2)N(CCN2CCOCC2)C(=O)COC3)c1	8	·	-7

(continued)
structure	NPYLR7 agonist	mcGAS inh	hcGAS lum
CC(=O)N1CCc2cc(NC(=O)C3(C)CCN3Cc3ccc(C(C)C)cc3)ccc21 (configuration not stated)	8	·	1
c1ccc(Nc2nc3ccccc3n3nnnc23)cc1	3	0	-3
CCOc1ccc(NC(=O)N(Cc2ccc(OS(C)(=O)=O)cc2)Cc2ccco2)cc1	-4	-4	-2
O=C1NC(=O)C(=C2CCCCC2)S1	9	·	-3
N#CCSc1ccc2nc(-c3ccccc3)cn2n1	5	·	-10
COCCN(Cc1cccc(OS(=O)(=O)c2ccc(OC)cc2)c1)C(=O)C1CCC1	15	-10	-6
Cc1cc(C(=O)N(CC2CCCO2)c2nc3c(F)cc(F)cc3s2)n(C)n1 (configuration not stated)	5	·	-4
C=CCSc1nnc2c(n1)OC1(CCCC1)Nc1ccccc1-2	5	1	3
Cc1c(C(=O)NCc2cccs2)sc(=O)n1Cc1ccc(C(=O)c2ccccc2)cc1	-1	·	-7
O=C(C=Cc1ccc([N+](=O)[O-])cc1)Nc1ccccc1C(=O)N1CCCC1	5	-6	-3
CC(C)(C)c1cc2nc(-c3ccc(F)cc3)cc(C(=O)NCCc3ccccn3)n2n1	-7&13	-7&-5	-9&-1
CCOC(=O)C1(Cc2ccccc2C)CCCN(C(=O)C2CCN(C(=O)N(C)C)CC2)C1 (configuration not stated)	1&4	-3	-5&-2

(list continues)
structure	NPYLR7 agonist	mcGAS inh	hcGAS lum
Cc1cc(OCCn2cnc3sccc3c2=O)ccc1C(C)C	-3	·	-5
COc1cc2c(cc1NC(=O)COC(=O)C1CCCCC1)oc1ccccc12	5	·	-8
Cc1ccc(C)c(S(=O)(=O)N2CCN(c3nccc(-c4ccc(C(C)(C)C)cc4)n3)CC2)c1	-7	-6	-6
CC(=O)N1CCN(C(=O)CCc2c(C)nn(-c3nc(C)c(C)c(=O)[nH]3)c2C)CC1	6	·	-4
Nc1cc(N2CCOCC2)c(S(=O)(=O)C(F)(F)F)cc1[N+](=O)[O-]	13	·	-6
CN(c1ccccc1)S(=O)(=O)c1ccc(C(=O)Nc2sccc2C(N)=O)cc1	1	·	-6
O=C(CSc1nnc(CN2CCCCC2)o1)NC(=O)NC1CC1	3	-1	3
N#CC(C#N)=C1C(Cl)=C(N2CCCCC2)c2ccccc21	-8	·	-1
CCN1C(=O)C2(SC(C)(C)CN2C(=O)c2ccc(F)cc2)c2cc(F)ccc21 (configuration not stated)	·	-7	-3
CCOc1ccccc1NC(=O)N1CCCN(c2nc(Cc3ccc(Cl)cc3)ns2)CC1	-2	-5	-12
CCc1cccc2c(C(CC(=O)NC(C)C)c3cccc(F)c3)c[nH]c12 (configuration not stated)	-2	-3	-1
O=C1CCC2(CCOC2)CN1CCC1=CCCCC1 (configuration not stated)	·	-3	-2

The last two entries of the section above are carried over, then new ones follow:
structure	NPYLR7 agonist	mcGAS inh	hcGAS lum
CCc1cccc2c(C(CC(=O)NC(C)C)c3cccc(F)c3)c[nH]c12 (configuration not stated)	-2	-3	-1
O=C1CCC2(CCOC2)CN1CCC1=CCCCC1 (configuration not stated)	·	-3	-2
CC(C)CCn1c(NCCCO)nc2c1c(=O)[nH]c(=O)n2C	12	·	-3
Cc1c(C(=O)Nc2cccc([N+](=O)[O-])c2)oc2ccccc12	-7	·	-4
CCN(CC)c1ccc(NC(=O)CSc2n[nH]c(C)n2)cc1	-6	-3	1
Fc1cc2nc(CCl)[nH]c2cc1F	3	·	-8
COc1ccc(/C=C2N=C(/C=C/c3cccc(Cl)c3Cl)OC\2=O)c(OC)c1	-3	·	-5
Cc1sc(C(=O)N2CCOC(C(N)=O)C2)cc1-c1ccc(F)cc1 (configuration not stated)	4&-24	·	-8&-5
CCOC(=O)c1cc(-c2ccc(N3CCN(C(=O)c4cc(C)oc4C)CC3)cc2)n(-c2ccccc2Cl)n1	26	-7	-5
CC(=O)Nc1cccc(C(=O)NC(C)c2ccc(F)cc2)c1 (configuration not stated)	3	-4	-6
O=C(C=Cc1ccco1)NCc1ccccc1CS(=O)(=O)N1CCOCC1	8	-9	-4
Cc1nn(C)c(Cl)c1CN1CC[C@@H](c2ccc(F)cc2)[C@H](O)C1	6	·	-2
Cc1ccc(NC(=O)c2nnn(Cc3nc(-c4ccccc4)oc3C)c2C)c(C)c1	3	-9	-7
CCCc1ccc(-c2nccn2CCOC)o1	7	-11	-7

(listing goes on)
structure	NPYLR7 agonist	mcGAS inh	hcGAS lum
N#Cc1ccccc1NC(=O)CN(Cc1ccco1)C1CCS(=O)(=O)C1 (configuration not stated)	-2	·	0
O=S1(=O)CCN2C=C(Br)C=C(Br)C2=N1	15	-4	-4
O=C(Nc1ccc(C2SCC(=O)N2c2ccc(F)cc2)cc1)c1cccc(C(F)(F)F)c1 (configuration not stated)	·	-1	-6
CCCN(Cc1cc(NC(=O)C2CCCC2)ccc1N(C)C)C(=O)c1cccc(C)c1	33	-10	0
O=C(Nc1ccc(F)cc1)C1CCN(c2nc(Cc3ccccc3)ns2)CC1	12	-5	-7
COc1ccccc1C1=NN(C(=O)CN2CCOCC2)C(c2cccc(F)c2)C1 (configuration not stated)	-3	-2	2
c1ccc(-c2noc(C3COCCO3)n2)nc1 (configuration not stated)	1	·	5
CCc1ccc(-c2cc(C(=O)N3CCNC(=O)C3CCO)[nH]n2)cc1 (configuration not stated)	-4	·	-6
O=C(NCc1ccc(Cl)cc1)c1cc(N2CCN(c3cccc(C(F)(F)F)c3)CC2)nc2ccccc12	-16	-3	-3
O=C(CN1CN(c2ccccc2)C2(CCN(C(=O)C3CCC3)CC2)C1=O)NC1CCCCC1	25	-5	-6
Cc1csc(CNC(=O)C(OC2CCCC2)c2ccccc2)n1 (configuration not stated)	1	·	-6
Cc1sc(=NC(=O)c2ccco2)n(Cc2ccc(C(=O)N3CCCC3)cc2)c1C	·	-5	-3

Part of the list above in order of molecular weight, low to high:
structure	NPYLR7 agonist	mcGAS inh	hcGAS lum
c1ccc(-c2noc(C3COCCO3)n2)nc1 (configuration not stated)	1	·	5
CCCc1ccc(-c2nccn2CCOC)o1	7	-11	-7
Cc1csc(CNC(=O)C(OC2CCCC2)c2ccccc2)n1 (configuration not stated)	1	·	-6
Cc1nn(C)c(Cl)c1CN1CC[C@@H](c2ccc(F)cc2)[C@H](O)C1	6	·	-2
O=S1(=O)CCN2C=C(Br)C=C(Br)C2=N1	15	-4	-4
N#Cc1ccccc1NC(=O)CN(Cc1ccco1)C1CCS(=O)(=O)C1 (configuration not stated)	-2	·	0
O=C(C=Cc1ccco1)NCc1ccccc1CS(=O)(=O)N1CCOCC1	8	-9	-4
O=C(Nc1ccc(F)cc1)C1CCN(c2nc(Cc3ccccc3)ns2)CC1	12	-5	-7
COc1ccccc1C1=NN(C(=O)CN2CCOCC2)C(c2cccc(F)c2)C1 (configuration not stated)	-3	-2	2
Cc1sc(=NC(=O)c2ccco2)n(Cc2ccc(C(=O)N3CCCC3)cc2)c1C	·	-5	-3
CCCN(Cc1cc(NC(=O)C2CCCC2)ccc1N(C)C)C(=O)c1cccc(C)c1	33	-10	0
O=C(CN1CN(c2ccccc2)C2(CCN(C(=O)C3CCC3)CC2)C1=O)NC1CCCCC1	25	-5	-6
O=C(NCc1ccc(Cl)cc1)c1cc(N2CCN(c3cccc(C(F)(F)F)c3)CC2)nc2ccccc12	-16	-3	-3

The listing continues.
structure	NPYLR7 agonist	mcGAS inh	hcGAS lum
CCCN(CC(=O)N(CCc1c[nH]c2ccccc12)Cc1ccc(C(F)(F)F)cc1)C(=O)Nc1ccccc1OC	14	-2	0
CC(NC(=O)c1cn(C/C=C/c2ccccc2)nn1)c1cccc2ccccc12 (configuration not stated)	·	-10	-5
COCCn1c(C(=O)NCC(=O)c2ccccc2)cc2c(=O)n(C)c(=O)n(C)c21	-1	-12	-7
COc1ccc(C(=O)NC(C(=O)N2CCCC2)C2CCN(C(=O)c3cccc(C)c3)CC2)cc1 (configuration not stated)	6	-6	-6
CCOc1ccc(OCCSc2nc3ccccc3n2CCO)cc1	3	-2	-3
O=C(Nc1ccc(Cl)cc1)c1ccc(N2CC3CC(C2)c2cccc(=O)n2C3)c(NC(=O)c2ccc(Br)o2)c1 (configuration not stated)	-5	·	-5
O=C(O)CC1(CC(=O)N2CCN3C(=O)c4cc(-c5ccsc5)ccc4NC(=O)[C@H]3C2)CCCC1	-5	-8	-4
CCC(CC)n1c(=O)n(Cc2cncn2CC)c2cc(C(=O)O)cnc21	3	·	-5
Cc1ccc(SCc2ccc(C(=O)N3C4CCC3CC(Oc3ccccc3C(C)C)C4)cc2)c(C)c1 (configuration not stated)	13	-8	-14
NCCCCCc1nc(-c2cccs2)no1	1	·	-7
O=S(=O)(c1ccc(NCc2ccc(-n3ccnc3)cc2)cc1)C(F)F	4	·	-1
COCC1CCN(C(=O)C2CCC(=O)N(C3CCCC3)C2)CC1 (configuration not stated)	1	-9	-3

Further entries.
structure	NPYLR7 agonist	mcGAS inh	hcGAS lum
O=[N+]([O-])c1cccc(C=NNc2nc3ccccc3s2)c1	-3	·	-6
O=C(COc1ccc(Cl)cc1Cl)N=Nc1c(O)n(CO)c2ccccc12	-3	-4	-5
Cc1nc(CN(C)C(=O)Cc2cc3c(cc2Cl)OCCO3)no1	6	·	-6
COc1cccc(CNC(=O)CC2CSc3nc4c(c(=O)n32)CCCC4)c1 (configuration not stated)	-1	·	-4
CC(c1ccccc1)n1cnnc1Cc1cccnc1 (configuration not stated)	·	-8	-3
CCCSc1ncccc1C(=O)Nc1ccccc1Nc1ccccc1	4	-6	-4
